From PubChem
HSP90 inh = HSP90 refolding inhibition in rabbit reticulocyte lysate. inhibition, % at 5.6 µM. luciferase refolding luminescence, 3 h. 290,000 tested, 0.91% active. AID 1789;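 active = inhibition above the screen-wide mean plus 3 SD, computed separately per campaign, cut at about 16% in these data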;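 note: 0% = DMSO wells and 100% = 60 µM geldanamycin wells; inhibitors lower the luminescence because luciferase stays unfolded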
AI-2 QS modul = modulates the Vibrio harveyi AI-2 quorum sensing system; Vibrio harveyi JMH597 AI-2 luminescence/OD600 ratio, 9 h; active compounds read low; strain lacks LuxN and CqsS sensors; 0 = neutral-control median; activity change, % at 7.5 µM; 300,000 tested, 0.4% active; in the data active = activity change below about -75%, passing the limit was not always enough;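 note: luminescence divided by OD600 gain over 9 h not by final OD600 alone; inactives centre near 13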
aSyn UTR inh = MLPCN primary screen, SNCA 5' untranslated region; alpha-synuclein 5'UTR reporter, inhibitor activity; inhibition, % (tested at 7.5 µM); 300,000 tested, 0.82% active; AID 1813; in the data active = inhibition above about 60%;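 note: H4 neuroglioblastoma cells stably carrying SNCA 5'UTR luciferase fusion; 0% = DMSO wells and 100% = positive control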
PolyA inh = blocks polyadenylation in yeast reporter cells; 300,000 tested, 0.02% active; AID 1875; calls only at 12 µM; S. cerevisiae SKY197-pL101 polyadenylation reporter, beta-gal luminescence; efflux-impaired pdr1/pdr3 knockout yeast; score 100 = 6 SD above DMSO;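 active = lowest replicate activity score at least 50, where 100 means six control SD above control mean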;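 note: yeast exposed to compound for 9 h at 30 °C; higher score means more reporter readthrough which indicates perturbed polyadenylation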
GSK3B inh = inhibitors of human GSK3beta kinase. P49841. 300,000 tested, 0.038% active. activity score (negative = inhibition), % at 10 µM. GST-GSK3beta kinase, ADP-Glo luminescence, 60 min; active compounds read low;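 active = more than half of replicate wells score below -50%, meaning over 50% inhibition versus plate controls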;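 note: 0% = median DMSO wells and -100% = median GW8510 positive control wells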
Target sequence (P49841 whole entry, looked up): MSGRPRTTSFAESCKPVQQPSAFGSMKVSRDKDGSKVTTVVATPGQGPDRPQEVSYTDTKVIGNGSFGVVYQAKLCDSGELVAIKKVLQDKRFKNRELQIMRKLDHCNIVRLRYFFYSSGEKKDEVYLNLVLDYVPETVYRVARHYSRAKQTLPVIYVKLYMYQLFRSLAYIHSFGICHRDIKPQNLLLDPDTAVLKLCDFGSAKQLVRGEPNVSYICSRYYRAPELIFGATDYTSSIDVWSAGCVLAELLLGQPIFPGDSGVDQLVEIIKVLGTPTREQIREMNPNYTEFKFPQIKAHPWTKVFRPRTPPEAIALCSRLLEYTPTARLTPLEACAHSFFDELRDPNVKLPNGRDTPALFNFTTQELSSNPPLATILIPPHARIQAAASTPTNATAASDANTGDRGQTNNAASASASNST
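Assay system: GST-fused GSK3beta enzyme, cell-free / Medium: Tris pH 7.5 buffer with MgCl2, DTT, BSA, heparin / Also added: peptide substrate plus 25 µM ATP (final) / Compound: 10 µM single point / Timing: kinase reaction with compound 60 min at room temperature / Detection: ADP-Glo luminescence / Benchmarks: DMSO neutral wells and GW8510 at 20 µM as positive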
HSF1 activator = increases HSF-1 driven luciferase reporter signal | NIH3T3-HGL HSF-1 luciferase reporter, MG132, 8 h; 100% = twice DMSO control signal | activation, % at 9 µM | 300,000 tested, 1.7% active | AID 504408;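 active = mean replicate activation of at least 50% with a set share of replicates each reaching 50%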;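 note: 0% = median of the neutral control wells and 100% = twice that signal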
GSK3A inh = inhibitors of human GSK-3 alpha kinase; P49840; ADP-Glo luminescence, 60 min; inhibition, % at 10 µM; 320,000 tested, 0.1% active; AID 2650;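 in the data active = inhibition above about 50%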;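 note: GST-tagged GSK-3 alpha with peptide substrate and 25 µM ATP; 0% = DMSO neutral wells and 100% = GW8510 positive control wells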
Target sequence (P49840 whole entry, looked up): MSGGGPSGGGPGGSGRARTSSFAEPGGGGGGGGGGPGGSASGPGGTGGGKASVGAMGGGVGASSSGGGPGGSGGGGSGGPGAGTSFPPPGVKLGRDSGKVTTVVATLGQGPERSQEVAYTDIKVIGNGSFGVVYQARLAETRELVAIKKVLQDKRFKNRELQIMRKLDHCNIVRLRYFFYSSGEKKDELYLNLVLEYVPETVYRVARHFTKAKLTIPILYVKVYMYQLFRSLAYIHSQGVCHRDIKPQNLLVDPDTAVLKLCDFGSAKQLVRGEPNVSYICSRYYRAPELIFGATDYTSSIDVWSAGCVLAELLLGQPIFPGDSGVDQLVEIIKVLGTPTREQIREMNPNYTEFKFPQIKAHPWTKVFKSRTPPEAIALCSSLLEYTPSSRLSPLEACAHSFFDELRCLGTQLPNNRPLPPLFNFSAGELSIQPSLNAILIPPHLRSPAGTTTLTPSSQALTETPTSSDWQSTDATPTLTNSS
KLF5 inhibitor = suppresses KLF5 promoter-driven expression | 290,000 tested, 0.23% active | DLD-1 KLF5 promoter-luciferase reporter, luminescence | inhibition, % at 5 µM;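 active = inhibition above a per-plate limit of that plate's mean compound inhibition plus 3 SD, cut at about 60% in these data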;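 note: 0% = DMSO wells and 100% = LY294002 at 200 µM; higher means less KLF5 promoter-driven luciferase light; inactives centre near -14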
HSF1 inh = HSF1 inhibition; NIH3T3-HGL HSE-luciferase, MG132-induced, luminescence 8 h; active compounds read low; activity change, negative = inhibition, % at 7.5 µM (by protocol); 300,000 tested, 0.77% active;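 active = more than half of replicate wells show activity change below -50%, luminescence cut by over half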;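 note: luciferase reports HSF-1 transcriptional activity via heat shock element; 0% = median of DMSO wells and -100% = zero luminescence signal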
IEC-6 tox = counter-screen for KLF5 inhibitors: cytotoxicity in IEC-6 cells | inhibition, % at 5 µM | 290,000 tested, 0.78% active | IEC-6 cytotoxicity, luminescence viability | AID 1825; in the data active = inhibition above about 22%;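 note: 0% = plate median of test compound wells and 100% = cytotoxic reference compound wells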
The depositor's hits bear a star; i = inactive; nt = no result given.

nr	SMILES	GSK3A inh	AI-2 QS modul	HSF1 inh	PolyA inh	aSyn UTR inh	KLF5 inhibitor	HSF1 activator	GSK3B inh	IEC-6 tox	HSP90 inh
1	Cc1c(CN(C)Cc2cn(C)nc2-c2ccccc2F)[nH]c2ccccc12	2	12	nt	i	0	5	nt	-2	10	4
2	CC(C)C(=O)Nc1cccc(NC(=S)NC(=O)C(c2ccccc2)c2ccccc2)c1	-3	11	-11	i	-8	5	5	1	0	3
3	Cc1ccccc1Cc1c(C)nc2c(C(=O)NCc3ccco3)cnn2c1C	-1	11	16	i	-15	-21	24	1	0	0
4	CC(NS(=O)(=O)c1ccc2c(c1)OCCO2)c1ccccc1 (centres undefined)	-2	9	-5	i	13	-3	-3	2	11	2
5	O=C(CSc1ncccn1)N/N=C/c1ccc(OC2CSC2)cc1	0	-1	2	i	-25	-64	13	-2	-4	3
6	CCN1C(=O)/C(=C\c2nc3ccccc3c(=O)n2-c2ccccc2)c2ccccc21	0	19	12	i	-30	-3	36	-1	6	3
7	O=C(Nc1ccc(NC(=O)c2cccs2)cc1)c1ccco1	0	16	26	i	-232	-85	37	-3	2	1
8	CC(C)[C@H](NC(=O)c1ccccc1)C(=O)OCC(=O)/C=C1/N(C)c2ccccc2C1(C)C	0	9	-12	i	1	-15	-6	0	1	-2
9	S=c1[nH]nc(C2CCCCC2)n1/N=C/c1ccccc1Br	1	15	-6	i	6	-21	-16	-4	5	3
10	Cc1cc(C)cc(NS(=O)(=O)c2ccc3[nH]c(=O)ccc3c2)c1	-2	10	2	i	14	-17	-2	-21	5	0
11	CCc1noc(C)c1C(=O)Nc1ccccc1N1CCOCC1	-7	5	-13	i	14	nt	-20	-3	nt	nt
12	CCC(=O)N(Cc1cc(=O)[nH]c2ccccc12)c1ccc(C)cc1C	0	10	4	i	16	14	2	-1	3	3
13	COc1ccc2cc(-c3nc4ccccc4n3C)c(=O)oc2c1	-2	20	11	i	-209	-87	43	-2	-1	-2
14	CCCC(=O)N1CCN(c2ccc(NC(=O)c3ccc(Br)o3)cc2)CC1	0	27	-3	i	-59	-24	-9	-3	-4	-3
15	Cn1c(N)c(C(=O)COC(=O)CCOc2ccc(C(C)(C)C)cc2)c(=O)n(C)c1=O	-2	8	2	i	-25	-9	0	1	1	4
16	O=C(NN1C(=O)C2C3C=CC([C@H]4CC34)[C@@H]2C1=O)c1ccc(Br)cc1 (some centres undefined)	-1	20	1	i	0	-23	-13	1	2	0
17	Cc1nn(C)c(C)c1/C=C/C(=O)O	2	5	1	nt	14	-22	-1	-1	-10	-2
18	O=S(=O)(c1ccc(Cl)c(C(F)(F)F)c1)N1CCN(CC(O)COc2ccccc2F)CC1 (centres undefined)	-1	10	8	i	22	-17	3	2	-8	-3
19	FC(F)c1nnc2c(Cl)cc(C(F)(F)F)cn12	5	10	-11	i	4	5	-14	7	0	0
20	O=C(NCc1nnc(SCC(=O)N2CCCC2)o1)c1ccc(F)cc1	0	5	-5	i	6	-18	3	-4	9	-3
21	Cc1nn(-c2ccccc2)c(C)c1C(=O)OCC(=O)N(C)c1c(N)n(Cc2ccccc2)c(=O)[nH]c1=O	-3	21	-6	i	7	nt	-1	0	nt	nt
22	CN(Cc1ccccc1F)C(=O)c1ccccc1Sc1ccccc1C#N	-1	7	5	i	-1	-6	-1	3	8	-1
23	Cc1ccc(-c2cn3c(n2)CCCC3)cc1	0	8	-6	i	-25	-18	13	2	-2	3
24	Cc1nc2sccn2c(=O)c1S(=O)(=O)Nc1ccc(N2CCN(C)CC2)cc1	-3	16	-1	i	-5	-1	0	-1	9	0
25	Cc1cc(Br)ccc1S(=O)(=O)NCc1ccccc1	1	nt	7	i	11	-32	3	nt	-2	1
26	COc1ccc(-c2cc(=O)oc3c(C)c(OC(C)C(=O)NCc4ccccn4)ccc23)cc1 (centres undefined)	-1	26	10	i	38	-18	10	4	-1	0
27	O=C1CN(C(=O)COC(=O)Cc2ccsc2)c2ccccc2N1	3	25	-1	i	-17	5	1	3	5	-2
28	O=C(NCCCn1ccnc1)/C(=C\c1cccs1)NC(=O)c1ccccc1	1	12	-1	i	-11	4	3	1	4	2
29	COc1ccc(C2C(C(=O)N3CCOCC3)c3ccccc3C(=O)N2c2ccc(OC)cc2)cc1 (centres undefined)	-2	33	-2	i	-2	-21	2	2	6	3
30	COc1cccc(N2C(=NC(=O)C3CCCO3)SC3CS(=O)(=O)CC32)c1 (centres undefined)	0	-1	-1	i	-2	-36	7	3	3	2

6 entries already listed, ordered by the number in aSyn UTR inh, high to low.
#	SMILES	GSK3A inh	AI-2 QS modul	HSF1 inh	PolyA inh	aSyn UTR inh	KLF5 inhibitor	HSF1 activator	GSK3B inh	HSP90 inh
18	O=S(=O)(c1ccc(Cl)c(C(F)(F)F)c1)N1CCN(CC(O)COc2ccccc2F)CC1 (centres undefined)	-1	10	8	i	22	-17	3	2	-3
17	Cc1nn(C)c(C)c1/C=C/C(=O)O	2	5	1	nt	14	-22	-1	-1	-2
21	Cc1nn(-c2ccccc2)c(C)c1C(=O)OCC(=O)N(C)c1c(N)n(Cc2ccccc2)c(=O)[nH]c1=O	-3	21	-6	i	7	nt	-1	0	nt
16	O=C(NN1C(=O)C2C3C=CC([C@H]4CC34)[C@@H]2C1=O)c1ccc(Br)cc1 (some centres undefined)	-1	20	1	i	0	-23	-13	1	0
22	CN(Cc1ccccc1F)C(=O)c1ccccc1Sc1ccccc1C#N	-1	7	5	i	-1	-6	-1	3	-1
30	COc1cccc(N2C(=NC(=O)C3CCCO3)SC3CS(=O)(=O)CC32)c1 (centres undefined)	0	-1	-1	i	-2	-36	7	3	2

Returning to the listing, repeating the five entries before the break.
nr	SMILES	GSK3A inh	AI-2 QS modul	HSF1 inh	PolyA inh	aSyn UTR inh	KLF5 inhibitor	HSF1 activator	GSK3B inh	IEC-6 tox	HSP90 inh
26	COc1ccc(-c2cc(=O)oc3c(C)c(OC(C)C(=O)NCc4ccccn4)ccc23)cc1 (centres undefined)	-1	26	10	i	38	-18	10	4	-1	0
27	O=C1CN(C(=O)COC(=O)Cc2ccsc2)c2ccccc2N1	3	25	-1	i	-17	5	1	3	5	-2
28	O=C(NCCCn1ccnc1)/C(=C\c1cccs1)NC(=O)c1ccccc1	1	12	-1	i	-11	4	3	1	4	2
29	COc1ccc(C2C(C(=O)N3CCOCC3)c3ccccc3C(=O)N2c2ccc(OC)cc2)cc1 (centres undefined)	-2	33	-2	i	-2	-21	2	2	6	3
30	COc1cccc(N2C(=NC(=O)C3CCCO3)SC3CS(=O)(=O)CC32)c1 (centres undefined)	0	-1	-1	i	-2	-36	7	3	3	2
31	COc1c(C)cc(C(=O)C2CCCN(C(=O)c3cccc(F)c3)C2)cc1C (centres undefined)	7	17	-6	i	8	-1	-23	-2	-4	-3
32	Cc1ccc(NC2=C(Cl)C(=O)OC2NC(=O)c2ccccc2)cc1 (centres undefined)	-2	14	8	i	26	5	5	1	-4	-2
33	COc1ccc(CN2CCN(C(=O)Cn3nc(C(=O)O)c4ccccc4c3=O)CC2)cc1F	-1	27	1	i	18	-6	-9	-2	-1	2
34	O=c1c2[nH]c3ccccc3c2ncn1CCN1CCNCC1	-2	8	-3	i	0	-11	-6	5	3	2
35	COc1ccc(NS(=O)(=O)c2cc(NC(=O)c3nc4nc(C)cc(C)n4n3)ccc2C)cc1	-3	19	nt	nt	nt	-25	nt	5	1	2
36	Cc1cccc(OCC(=O)OCC(=O)c2c(N)n(C)c(=O)n(C)c2=O)c1C	0	9	-12	i	-7	4	13	2	4	7
37	CC(C)CC(=O)Nc1sc2c(c1C(=O)O)CCCCC2	-5	39	-6	i	16	-38	-3	2	-5	-4
38	COc1cc2c(c(OC)c1OC)-c1c(cc3c(c1OC)OCO3)C1OC2[C@@H](C)[C@H]1C (some centres undefined)	1	16	-2	i	4	nt	-3	-4	nt	nt
39	CCCC(=O)Nc1nnc(SCC(=O)Nc2nc(C)cs2)s1	0	1	3	i	3	-27	-8	0	2	0
40	Cc1ccc(NC(=O)COC(=O)/C=C/c2cccs2)c(C)c1	-4	6	4	i	-4	8	-1	-7	0	0
41	COc1ccc(-c2nnn(CC(=O)N(CCO)C(C(=O)NC3CCCC3)c3ccncc3)n2)cc1 (centres undefined)	-2	15	14	i	18	-10	37	0	1	1
42	COc1ccc([C@@H]2Sc3ccccc3N(CCN(C)C)C(=O)[C@@H]2OC(C)=O)cc1	-3	24	-18	i	6	12	-38	0	-2	0
43	Cc1nn2c(-c3cccc(NC(=O)CN4CCOCC4)c3)nnc2c2ccccc12	11	4	-2	i	-28	-32	-7	-9	-3	-2
44	Cc1oc2c(c1C(=O)O)C(=O)c1ccccc1C2=O	-1	-83*	16	i	-62	-11	28	3	-14	7
45	CC(NC(=O)c1ccc(-c2cc(C(F)(F)F)ccc2Cl)o1)c1ccccc1 (centres undefined)	-6	6	-2	nt	16	-38	5	3	-1	1

2 entries from above, with one line to a screen:
[36] Cc1cccc(OCC(=O)OCC(=O)c2c(N)n(C)c(=O)n(C)c2=O)c1C
[31] COc1c(C)cc(C(=O)C2CCCN(C(=O)c3cccc(F)c3)C2)cc1C (centres undefined)

| screen / no. | 36 | 31 |
| --- | --- | --- |
| GSK3A inh | 0 | 7 |
| AI-2 QS modul | 9 | 17 |
| HSF1 inh | -12 | -6 |
| PolyA inh | i | i |
| aSyn UTR inh | -7 | 8 |
| KLF5 inhibitor | 4 | -1 |
| HSF1 activator | 13 | -23 |
| GSK3B inh | 2 | -2 |
| IEC-6 tox | 4 | -4 |
| HSP90 inh | 7 | -3 |

Later entries:
nr	SMILES	GSK3A inh	AI-2 QS modul	HSF1 inh	PolyA inh	aSyn UTR inh	KLF5 inhibitor	HSF1 activator	GSK3B inh	IEC-6 tox	HSP90 inh
46	O=C(O)C(O)Cc1c[nH]c2ccccc12 (centres undefined)	16	nt	nt	nt	nt	-20	nt	nt	-3	-1
47	O=S(=O)(NCc1csc(-c2cccnc2)n1)c1ccc(F)cc1	-3	15	-8	i	-4	-5	-15	-4	12	1
48	CC(C)CCNC(=O)c1ccccc1NC(=O)C1=CSCCO1	-1	-47	20	i	-119	-1	25	4	10	0
49	O=C(O)CSc1nc(-c2ccccc2)nc2c1oc1ccccc12	-8	32	-68*	i	-20	-6	-74	5	6	1

Screen by screen, quoted from above.
Nos. 46–49 in KLF5 inhibitor: -20, -5, -1, -6
Nos. 46–49 in IEC-6 tox: -3, 12, 10, 6

This is a subset. The share of hits here may be higher or lower than overall.
